MmCpn inh = M. maripaludis TRiC chaperonin inhibition; purified Mm-Cpn ATPase, ADP Transcreener TR-FRET; Potency, µM (doses to about 76.9 µM), without a hit: top-dose activity, negative = inhibition, hits mostly inhibitors; hit rate 0.031% among 330,000; AID 504842; also: potency is read from the fitted curve at half-maximal effect; % is scaled to controls: 0 for no effect and ±100 for the full control effect; nearly all actives have a fitted effect of over 80% in size
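Measured: ADP formation by purified Mm-CPN. Conditions: 25 nM protein, 10 uM ATP, Tris pH 7.4 with Mg2+, K+ and DTT, 37°C for 30 min. Detection: Transcreener HTRF after 30 min at room temperature.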
TDP-43 yeast inh = rescues yeast growth from TDP-43 toxicity; TDP-43 expressing yeast growth rescue, BacTiter-Glo, 24 h; AID 652104; hit rate 1.8% among 410,000; Potency, µM (doses to about 46.1 µM), for inactives: at the highest dose growth rescue (activation), hits mostly activators; also: potency is read from the fitted curve at half-maximal effect; % of control where 0% means no effect; nearly all actives have a fitted effect of over 50% in size
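Luminescence from BacTiter-Glo reports growth of TDP-43-expressing yeast after 24 hr at 30 deg C with compound. Cells were raffinose-pregrown to mid-log, then seeded in galactose medium at OD600=0.02.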
GLP1R inv ag = inverse agonists of human GLP-1 receptor; HEK293 GLP-1R CRE-luciferase, luminescence, 24 h; GLP-1R form is constitutively active; Potency, µM (doses to about 38.3 µM), without a hit: at the top dose activity change, negative = inhibition, most hits filed as inhibitors; hit rate 1.6% among 410,000; AID 624417; also: potency is read from the fitted curve at half-maximal effect; % is scaled to controls: 0 for no effect and ±100 for the full control effect; nearly all actives have a fitted effect of over 55% in size
Target sequence (P43220 whole entry, looked up): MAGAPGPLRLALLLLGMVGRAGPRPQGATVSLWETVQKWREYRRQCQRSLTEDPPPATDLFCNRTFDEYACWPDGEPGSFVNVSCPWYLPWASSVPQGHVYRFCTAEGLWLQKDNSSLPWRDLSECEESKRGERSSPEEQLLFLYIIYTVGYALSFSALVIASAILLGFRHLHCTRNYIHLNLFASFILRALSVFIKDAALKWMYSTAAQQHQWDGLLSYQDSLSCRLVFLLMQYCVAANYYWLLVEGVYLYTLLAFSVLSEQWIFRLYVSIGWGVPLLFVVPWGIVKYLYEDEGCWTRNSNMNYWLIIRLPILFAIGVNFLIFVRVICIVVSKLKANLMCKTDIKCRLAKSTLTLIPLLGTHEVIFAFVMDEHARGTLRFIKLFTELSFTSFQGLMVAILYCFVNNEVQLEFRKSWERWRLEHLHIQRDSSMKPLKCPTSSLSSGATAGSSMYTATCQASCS
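Readout was luciferase luminescence, measured 12 min after detection reagent at room temperature. Beforehand, GLP-1R reporter HEK293 cells had sat 12 h, then received compounds for 24 hr at 37 deg C.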
Abeta yeast res = A-beta toxicity reversal in yeast; yeast expressing A-beta42, growth rescue, OD600, 48 h; response scale: 0% DMSO, 100% iron-clioquinol control; Potency, µM (series often up to 46.1 µM), for inactives: at the highest dose growth rescue, usual class: activators; hit rate 0.063% among 410,000; AID 1347071; also: potency is read from the fitted curve at half-maximal effect; nearly all actives have a fitted effect of over 55% in size
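Yeast A-beta toxicity model in growth medium with pinned compounds, 48 h at 30 C; growth read as absorbance at 600 nm. Normalized to FeCl3/clioquinol equimolar mix (positive) and DMSO (negative).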
GLP1R cytotox = cytotoxicity in counter-screen for GLP-1R inverse agonists | HEK293 cAMP-luciferase reporter cells, luminescence, 24 h | Potency, µM (doses to about 38.3 µM), for inactives: top-dose activity change, negative = inhibition, hits mostly inhibitors | hit rate 0.13% among 410,000 | AID 624418;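 also: loss of luciferase light is scored as toxicity; potency is read from the fitted curve at half-maximal effect; % is scaled to controls: 0 for no effect and ±100 for the full control effect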
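Luminescence readout: signal drop marks cytotoxicity. Plated cells grew 12 h at 37 °C, 5% CO2, received 23 nL compound for 24 h, then got luciferase reagent, read after 12 min at RT.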
FUS suppressor = suppressors of FUS proteinopathy in yeast. S. cerevisiae FUS-expressing, growth rescue, OD600, 24 h. Potency, µM (titrated, usually from 76.6 µM), without a hit: at the top dose growth rescue (activation), actives largely listed as activators. hit rate 0.24% among 390,000;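 also: potency is read from the fitted curve at half-maximal effect; plate controls were DMSO vehicle for no effect and reference control for full effect; nearly all actives have a fitted effect of over 55% in size; some results filed as inactive show a strong effect at the top dose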
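Toxicity suppression screen in FUS-yeast. Cells induced with 2% galactose, starting OD 0.005, treated 24hr at 30C with compounds at multiple final concentrations; growth by OD600.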
pAkt inh = Akt phosphorylation inhibition. Neuro2A IGF-stimulated pAkt S473 HTRF, 20 min; stronger effect = lower value. activity change, % for hits at 50 µM. hit rate 0.32% among 360,000. AID 651550; in the data active = activity change below about -80%; inconclusive = mostly about -51% to -80%; also: % is scaled to controls: 0 for no effect and ±100 for the full control effect
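Neuro2A cells in DMEM with 0.5% FBS, overnight at 37 deg C, given compound at single 50 µM final, then IGF (6 nM final) for 20 min at 37 deg C. Lysed; phospho-Akt Ser473 by HTRF after 24 h, 665/615 ratio.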
aSyn yeast inh = rescues yeast growth from alpha-synuclein toxicity; Yeast expressing alpha-synuclein, growth rescue, BacTiter-Glo, 24 h; Potency, µM (doses to about 46.1 µM), for inactives: at the highest dose growth rescue (activation), usual class: activators; hit rate 0.14% among 370,000; AID 652106; also: potency is read from the fitted curve at half-maximal effect; % of control where 0% means no effect; nearly all actives have a fitted effect of over 65% in size
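Readout is rescue of growth in alpha-synuclein-expressing yeast, so inhibitors of toxicity appear as activators. Growth after 24 hr at 30 deg C in galactose medium is quantified by luminescence.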
PTHR1 agonist = activates the human parathyroid hormone receptor PTHR1; Q03431; HEK293 GP2 PTHR1 cells, GloSensor cAMP luminescence, 1 h; Potency, µM (highest dose often 115 µM), for inactives: top-dose activation, usual class: activators; hit rate 0.075% among 410,000; AID 743266; also: potency is read from the fitted curve at half-maximal effect; nearly all actives have a fitted effect of over 55% in size; some results filed as inactive show a strong effect at the top dose; inactives centre near -15; many of its hits are not listed in these tables
Target sequence (Q03431 whole entry, looked up): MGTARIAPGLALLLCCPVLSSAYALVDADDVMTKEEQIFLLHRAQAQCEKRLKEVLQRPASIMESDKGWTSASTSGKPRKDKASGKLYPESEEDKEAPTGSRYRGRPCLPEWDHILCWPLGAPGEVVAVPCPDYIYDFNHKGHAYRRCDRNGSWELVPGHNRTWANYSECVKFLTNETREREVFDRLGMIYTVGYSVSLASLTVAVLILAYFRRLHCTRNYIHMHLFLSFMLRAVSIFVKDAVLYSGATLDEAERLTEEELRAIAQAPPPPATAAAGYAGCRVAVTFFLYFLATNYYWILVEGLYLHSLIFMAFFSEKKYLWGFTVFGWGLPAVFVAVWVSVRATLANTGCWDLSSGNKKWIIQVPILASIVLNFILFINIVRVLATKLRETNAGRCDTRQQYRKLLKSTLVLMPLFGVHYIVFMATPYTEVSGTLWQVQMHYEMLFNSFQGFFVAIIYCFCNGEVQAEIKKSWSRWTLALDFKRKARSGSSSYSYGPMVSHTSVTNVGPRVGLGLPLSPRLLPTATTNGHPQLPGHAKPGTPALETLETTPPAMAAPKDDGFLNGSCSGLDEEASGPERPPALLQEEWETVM
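HEK-293-derived GP2 cells expressing PTHR1 and a GloSensor cAMP reporter, 3,000/well, plated overnight, given luciferin plus IBMX (each 0.5 mM as added) for 1 h at 37 °C, then compound for 1 h at 37 °C. Luminescence was read after 15 min at room temperature.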
An asterisk follows results filed as active; i = inactive; ? = inconclusive; . = no result given; [ ] = another dose, or the depositor's remark. Unless noted, calls follow the shape of the dose curve; as a rule, active = well fitted curve in the direction sought with a large enough effect; inconclusive = small, poorly fitted or top-dose-only effect, or another doubt; inactive = no such curve, though single readings can be large; an effect the other way counts as inactive or inconclusive. The list is partial (hit frequency here may not be typical).

The line under a structure holds: MmCpn inh, TDP-43 yeast inh, GLP1R inv ag, Abeta yeast res, GLP1R cytotox, FUS suppressor, pAkt inh, aSyn yeast inh, PTHR1 agonist
COc1ccc2[nH]cc(S(=O)(=O)c3ccc(C)c(C)c3)c(=O)c2c1
    ., 6%, 8%, -10%, -2%, 2%, ., ., -8%
O=C(O)c1cccc(S(=O)(=O)Nc2ccc(S(=O)(=O)N3CCOCC3)cc2)c1
    -3%, 13%[9.22 µM], 39%[activator], -13%, -9%, 13%, i, 0%, -1%
Cc1ccccc1NC(=S)N(Cc1ccccc1)Cc1cccs1
    -3%, 4%, 4%, -11%, -1%, 0%, i, -6%, i
CCC(=O)Nc1ccccc1C(=O)OCC(=O)c1ccc2ccccc2c1
    -4%, 19%, 0%, 3%, -6%, 28%, i, 3%, -6%[57.5 µM]
COc1cc(C(=O)NCCN2CCCC2)cc(OC)c1OC
    -2%, 7%, 16%, 6%, -6%, -21%, i, 1%, i
CN(C)CCCNCCCNC(=O)/C(=N\O)c1ccccc1
    -1%, -5%, 8%, -7%, -3%, 12%, i, -4%, -6%
CN(CC(=O)N1CCOCC1)C(=O)CSc1nc2ccccc2s1
    1%, -18%[9.22 µM], 5%, -6%, 1%, 4%, i, -5%, i
COc1cccc(NC(=O)N2CCC(NC(=O)C3CCCCC3)CC2)c1
    -4%, -9%, 17%, -1%, -3%, -1%, i, -1%, -14%
N#C/C(=C/Nc1ccccc1C(=O)O)C(N)=O
    1%, -9%, -12%, ., 11%, -19%, i, -14%, i
CSc1nncc(=O)[nH]1
    1%, 0%, 1%, -1%, -12%, -14%, ., -11%, i
CC(OC(=O)CCCOc1ccccc1)C(=O)Nc1ccc(Cl)cn1 (configuration not stated)
    -3%, 1%, -11%, -18%, 7%, 10%, i, -2%, -9%
COC(=O)C1=CN(CC2CCCO2)C=C(C(=O)OC)C1c1cc(OC)c(OC)c(OC)c1 (configuration not stated)
    ., -10%, 10%, 3%, 115%[activator], 5%, ., ., i
Cc1cnc(NC(=O)CCc2ccccc2)s1
    -1%, 2%, -39%, 2%, ?, -15%, i, -7%, -2%
CC(C)(C)c1ccc(O)c(O)c1
    1%, ?, 1%, -2%, -2%, -20%, i, 8%, -23%
CCc1cccc(NC(=O)CNS(=O)(=O)c2ccc3nc(C)sc3c2)c1
    ., 5%, -7%, 2%, -5%, -13%, ., ., -5%
N#CC1=C(N)OC2=C(CCc3ccccc32)C1c1ccccc1Cl (configuration not stated)
    -1%, 6%, ?, 9%, -22%, 32%, i, 2%, -20%
COc1ccc(NS(=O)(=O)c2ccc(NS(=O)(=O)c3ccc(SC)cc3)cc2)c(OC)c1
    1%, -12%, -10%, 14%, 6%, 53%, i, 3%, -7%[57.5 µM]
N#Cc1nc(COc2ccccc2Cl)oc1N1CCCCCC1
    3%, 24%, -6%, -2%, -11%, -19%, i, 2%, -37%[inhibitor]
Cc1[nH]c(=O)[nH]c(=O)c1C1N2CC3(C(C)C)CN1CC(C(C)C)(C2)C3=O (configuration not stated)
    ., 11%, 5%, -6%, 4%, -32%, ., ., i
CCn1c(SCC(=O)N2CCCC2)nc2c(c1=O)SCC2
    -1%, -14%, 12%, -6%, -2%, 4%, i, 1%, i
Cc1ccc(NC(=O)c2ncn(CC(=O)N3CCN(c4ccccn4)CC3)n2)cc1C
    0%, 18%, 0%, 1%, -2%, -9%, i, -1%, i
CCCS(=O)(=O)c1ncc(Cl)c(C(=O)N2CCN(c3ccc(OC)cc3)CC2)n1
    ., 14µM*, ?, 11%, ?, 19%, ., ., i
O=C(CSc1nc2[nH]ncc2c(=O)n1-c1ccccc1Br)NCc1ccccc1Cl
    -1%, 15%, 11%, 12%, -1%, 9%, i, 4%, -14%
COCCNC(=S)N/N=C(\C)c1ccccc1OC
    -13%, 0%, ?, 21%, ?, -16%, i, 9%, -3%
Cc1nnc(NC(=O)CSc2ncnc3c2cnn3-c2ccccc2C)s1
    3%, -2%, 14%, -4%, -11%, -3%, i, 2%, i
CC(=O)OC[C@]1(OC(C)=O)C[C@@]23CC[C@H]4[C@@](C)(CCC[C@@]4(C)C(=O)O)[C@@H]2CC[C@@H]1C3
    0%, 28%, 20%, -1%, 9%, 33%, i, 11%, -3%
CN(CC12CC3CC(CC(C3)C1)C2)C(=O)c1ccco1
    ., 16%, ?, 3%, -4%, 19%, i, 24%, i
COc1ccc(C(CNC(=O)CNC(=O)c2ccccc2Cl)N2CCCC2)cc1 (configuration not stated)
    -3%, -15%, 18%, 5%, -10%, 12%, i, 3%, i
O=C(O)Cn1c(=O)cnc2ccccc21
    -2%, 5%, 0%, 1%, -4%, -1%, i, -18%, -1%
O=C(NCCCn1ccnc1)c1cn(Cc2ccc(F)cc2)nn1
    -1%, -14%, ?, -9%, 14%, 8%, i, -2%, -3%[57.5 µM]
Cc1ccc(C(=O)NCc2cccnc2)cc1S(=O)(=O)Nc1ccccc1
    0%, -4%, -14%, -4%, 2%, 3%, i, 2%, -1%
CCn1c(Oc2ccccc2C)nc2c1c(=O)n(C)c(=O)n2C
    1%, 0%, -9%, -7%, 3%, -9%, i, 10%, i
CCn1c(=O)n(CC)c2cc(NC(=O)c3ccccc3Cl)ccc21
    0%, -3%, 58%[activator], -8%, 2%, -12%, i, 0%, i
O=C(CCN1C(=O)c2ccccc2C1=O)N(CCO)Cc1ccccc1
    -4%, 12%, -1%, 11%, 4%, -2%, i, ?, -14%
COc1ccc(C(=O)Nc2nc(-c3nnn(-c4ccc(C(C)C)cc4)c3C)ns2)cc1
    ., -1%, -9%, -21%, 2%, 4%, ., ., -19%
COC(=O)Cc1ccc(NC(=S)NN2CCOCC2)cc1
    1%, 25%, 12%, 5%, -7%, ., i, 0%, i
COc1ccc(S(=O)(=O)Nc2cc(C)cc(C)n2)c2ccccc12
    2%, -11%, 13%, 4%, ?, 14%, i, 5%, -8%[57.5 µM]
c1ccc2c(c1)nnn2-c1ccncc1
    ., -5%, 6%, -11%, -1%, 3%, i, 9%, 2%
Cc1ccc(S(=O)(=O)CCC(=O)OCc2nnc(-c3ccc([N+](=O)[O-])cc3)o2)cc1
    ., -4%, 8%, 2%, -2%, 3%, i, 0%, i
CCN(C(=O)Cc1c(C(=O)O)n(C)c2ccccc12)c1ccc(F)cc1
    ?, 15%, 18%, 2%, 13%, 22%, i, 12%, i
COc1ccc(-c2cc(OC(=O)c3ccc(F)cc3)c3c(C)oc(C)c3c(=O)c2)cc1OC
    ., -18%, 11%, -5%, 2%, ?, ., ., i
Cc1ccc(C(=O)NCC(=O)NCC(=O)OCC(=O)c2cccs2)cc1
    -1%, -17%, 1%, -12%, 7%, 19%, i, 18%, -27%
N#Cc1c(-c2ccc(Cl)cc2)c(-c2ccc(Cl)cc2)nn(CCOC(=O)CCC(=O)O)c1=O
    ., 19%, ?, 0%, ?, ., i, 2%, -32%[inhibitor]
COc1ccc2[nH]c(=O)c(CN(c3ccc(C)c(C)c3)S(C)(=O)=O)cc2c1
    0%, -20%[9.22 µM], 29%, -12%, -6%, 43%, i, -4%, i
NC(=O)c1sc2nc(-c3ccccc3)c3c(c2c1N)CCCC3
    0%, ?, -6%, -8%, 110%[activator], ?, i, 2%, 7%
C=CCSC1=Nc2sccc2C2=NC(=O)CN12
    2%, 1%, 13%, 6%, -17%, 0%, i, -1%, i
CCOCCn1c(COc2ccccc2)nc2ccccc21
    0%, 13%, ?, 0%, -13%, -18%, i, 13%, -13%[57.5 µM]
CCOc1ccccc1N1CCN(C(=O)c2ccc(NS(=O)(=O)c3ccc4[nH]c(=O)[nH]c4c3)cc2)CC1
    0%, -28%, 3%, -5%, 0%, 33%, i, -2%, -16%
CC(C)Oc1ccc(C(=O)N(Cc2ccco2)c2ccccn2)cc1
    ., 14%, -22%, -8%, -1%, 19%, ., ., i
Cc1ccc(CNc2ccc(-c3nc(-c4ccccn4)no3)cc2[N+](=O)[O-])cc1
    ., 2%, 6%, -15%, 3%, -16%, ., ., -3%
CCCC(=O)Nn1cnc2c(c1=O)C1(CCCC1)Cc1ccccc1-2
    1%, ?, -16%, -8%, -6%, 20%, i, 1%, i
O=C(NCCCN1CCN(c2ccc(F)cc2)CC1)c1cccc(N2CCCC2=O)c1
    -6%, -5%, -30%, 13%, -2%, 4%, i, 6%, i
Cc1ccc(-c2nnc(SCC(=O)Nc3ccc4c(c3)oc3ccccc34)n2C)c(Cl)c1
    -1%, -5%, 0%, -6%, 3%, 13%, i, -7%, i
Cc1ccc(OCc2nc3ccccc3n2C(C(=O)Nc2c(C)cccc2C)C2CC2)cc1 (configuration not stated)
    ., -17%, ?, 1%, -1%, 8.9µM*, i, -1%, ?
CCN(CC)CCOc1ccc(Br)cc1
    -9%, -4%, -26%, -17%, -28%, 0%, i, -5%, -2%[57.5 µM]
COc1ccccc1-n1cnc2cc(NS(=O)(=O)c3ccccc3)ccc21
    1%, -7%, ?, 2%, -11%, 26%, i, -3%, -9%[57.5 µM]
Cc1ccc(C2(C)NC(=O)N(Cc3c(C)noc3C)C2=O)cc1 (configuration not stated)
    2%, -3%, 8%, 6%, -7%, 9%, i, -12%, i

Source: PubChem BioAssay
